# Compound activity from PubChem.
# Runt-SMMHC FRET – inhibitors of human RUNX1 Runt domain binding to CBFb-SMMHC; Q01196+Q13951; Cerulean-Runt/Venus-CBFb-SMMHC FRET ratio 530/480, 1 h; inhibition, % at 20 µM; 0.74% of 220,000 active; AID 1434;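 active = mean inhibition across duplicate retests at 20 µM reaching about 50%, limit read from the data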;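 also: 0% = DMSO wells and 100% = wells with excess untagged CBFb-SMMHC; inhibitors lower the FRET ratio by blocking Runt binding to CBFb-SMMHC; some results filed as inactive read as strong as hits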
# Target sequence (Q01196 whole entry, looked up, the tested form may be a part): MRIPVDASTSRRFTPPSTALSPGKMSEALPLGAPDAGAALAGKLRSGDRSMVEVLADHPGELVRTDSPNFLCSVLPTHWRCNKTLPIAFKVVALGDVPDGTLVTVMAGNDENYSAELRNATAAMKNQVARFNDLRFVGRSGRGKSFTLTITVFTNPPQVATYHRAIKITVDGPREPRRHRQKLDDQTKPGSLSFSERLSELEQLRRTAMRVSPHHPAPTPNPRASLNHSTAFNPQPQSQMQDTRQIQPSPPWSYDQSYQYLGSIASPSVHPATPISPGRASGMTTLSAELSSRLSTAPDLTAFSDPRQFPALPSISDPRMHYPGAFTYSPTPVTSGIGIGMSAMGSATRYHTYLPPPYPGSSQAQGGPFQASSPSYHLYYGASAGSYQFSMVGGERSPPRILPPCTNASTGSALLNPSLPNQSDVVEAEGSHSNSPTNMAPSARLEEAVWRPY
# Target sequence (Q13951 whole entry, looked up, the tested form may be a part): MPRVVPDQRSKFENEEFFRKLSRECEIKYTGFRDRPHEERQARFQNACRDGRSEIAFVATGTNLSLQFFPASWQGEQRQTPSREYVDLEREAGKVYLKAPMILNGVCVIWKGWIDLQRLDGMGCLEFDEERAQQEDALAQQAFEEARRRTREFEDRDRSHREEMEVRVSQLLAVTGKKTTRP
# Runt-CBFb FRET – inhibitors of human RUNX1 Runt domain binding to CBFb | Q01196+Q13951 | Cerulean-Runt/Venus-CBFb FRET ratio 530/480, 1 h | inhibition, % at 20 µM | 0.46% of 220,000 active | AID 1496;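 active = inhibition over about 50% at 20 µM in the single-dose screen, limit read from the data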;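 also: 0% = DMSO wells and 100% = excess unlabeled CBFb competitor control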
#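 Measured by: fluorescence energy transfer, 422 nm excitation, 530/480 nm emission; test system: Cerulean-tagged RUNX1 Runt domain (FRET donor) fusion protein; buffer or medium: Tris pH 7.5 buffer with BSA; compound: one dose, 20 µM compound, 1% DMSO; times: two 1 h room-temperature incubations shielded from light; benchmarks: unlabeled CBFb 5 µM, positive control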
# * hit, by the source's call.
canonical_smiles	Runt-SMMHC FRET	Runt-CBFb FRET
CC(=O)Cc1nsc(NC(=O)c2ccc(-c3ccc(Cl)c(C(F)(F)F)c3)o2)n1	4	4
CC1CCN(c2nc3c(c(=O)n(C)c(=O)n3C)n2CCSc2ncccn2)CC1	0	1
CCOC(=O)c1c(C)[nH]c(C(=O)NCc2ccccc2OC)c1C	3	1
Cc1sc2nc(CN(CCc3ccccc3)C(=O)c3ccco3)[nH]c(=O)c2c1C	-8	-5
Cc1c(N=CC=Nc2c(C)n(C)n(-c3ccccc3)c2=O)c(=O)n(-c2ccccc2)n1C	-2	-1
CC1CCN(S(=O)(=O)c2ccc(S(=O)(=O)N3CCN4CCCC4C3)cc2)CC1 (stereo not given)	-42	-2
c1cncc(-c2nc3cc(Cc4ccc5oc(-c6cccnc6)nc5c4)ccc3o2)c1	2	0
C=CCn1cnc2c(c1=O)c1nc3ccccc3nc1n2/N=C/c1ccccn1	2	-2
CCCCOc1ccccc1NC(=O)CC1Nc2ccccc2NC1=O (stereo not given)	-8	-6
COc1ccc(C2CC(=O)C(C=NCCN3CCN(C(C)=O)CC3)=C(O)C2)cc1OC (stereo not given)	0	-1
CCOc1ccc2nc(NCCNC(=O)C3CC3)c(C)cc2c1	1	0
CCCN1CCC(N2CCN(c3ccccc3OC)CC2)CC1	-8	-2
CCCCn1c(SCn2nnc3ccccc3c2=O)nc2cc(C(=O)OC)ccc2c1=O	-1	-6
O=C(N1CCN(Cc2ccc3c(c2)OCO3)CC1)C12CC3CC(CC(C3)C1)C2	1	0
CN(C)CCCN1C(=O)C(=O)/C(=C(/O)c2ccc3c(c2)OCCO3)C1c1ccco1 (stereo not given)	3	1
CCCn1c(=O)c2ccccc2n2c(SCC(=O)c3cc(C)n(CC4CCCO4)c3C)nnc12 (stereo not given)	0	-2
CCn1c2ccccc2c2cc(NC(=O)C3CCN(S(=O)(=O)c4cccs4)CC3)ccc21	-2	0
Cn1c(SCC(=O)Nc2cc(=O)n(C)c(=O)n2C)nnc1C12CC3CC(CC(C3)C1)C2	-5	0
COCCn1nnnc1C1(N(Cc2cc3cc(C)ccc3[nH]c2=O)CC2CCCO2)CCN(C)CC1 (stereo not given)	-8	5
COc1ccc(-c2nnc3sc(-c4ccccc4OC)nn23)cc1	-3	-2
CSc1nnc2c3cc(F)ccc3n(Cc3ccccc3)c2n1	-6	2
Cc1cc(C)nc(/N=C/c2c(O)n(C)c(=O)n(C)c2=O)n1	1	-1
Cc1nc(SCC(=O)c2c(C)[nH]c3ccccc23)c2c(=O)n(C)c(=O)n(CC(C)C)c2n1	1	1
Cc1cc(C)c2c(n1)nn1c(N3CCN(c4ccccn4)CC3)cc(C)nc21	18	6
Cc1ccc(C(c2nnnn2C(C)(C)C)N2CCc3ccccc3C2)cc1 (stereo not given)	-2	0
COCCNC(=O)c1cc2c(=O)n3cccc(C)c3nc2n1C	11	2
O=S(=O)(c1ccccc1)N1CCC(N2CCN(c3ccccc3)CC2)CC1	4	3
CN1CCN(c2nc3c(c(=O)[nH]c(=O)n3C)n2CCSc2ncccn2)CC1	0	0
Cc1nnc2n(Cc3ccccc3)c(=O)c3c4c(sc3n12)CN(Cc1ccccc1)CC4	5	-1
O=C1c2oc3ccc(F)cc3c(=O)c2C(c2ccncc2)N1CCN1CCOCC1 (stereo not given)	-4	2
CCOc1cc(N2CCOCC2)c(OCC)cc1NC(=O)c1nc2nccc(C)n2n1	3	-2
CCOC(=O)c1sc(NCCNc2nc(C)c(C(=O)OCC)s2)nc1C	-2	1
CCOC(=O)N1CCN(c2nc(SC)nc3sc4c(c23)CC(C)(C)OC4)CC1	0	-4
COc1ccc(N2CCCn3c2nc2c3c(=O)n(CCN3CCOCC3)c(=O)n2C)cc1	-3	-2
CCCn1c(=O)c2ccccc2n2c(SCC(=O)Nc3cc(C)on3)nnc12	2	2
Cc1ccc(-n2c(C)c3c(C)nnc(C)c3c2C)cc1	4	0
Cc1c(C(=O)Nc2ccccc2N2CCOCC2)sc2nc3n(c(=O)c12)CCC3	0	0
C=CCOC(=O)C1=C(C)NC(C)=C(C(=O)OCC=C)C1c1ccc(O)cc1	6	-1
CC1CN(S(=O)(=O)c2cccc(-c3cn4cccnc4n3)c2)CC(C)O1 (stereo not given)	2	-2
CCN(CC)CCCN1C(=O)C(O)=C(C(=O)c2sc(C)nc2C)C1c1ccc(C)o1 (stereo not given)	-2	0

# Quoted from the listing:
# Under Runt-SMMHC FRET, `Cn1c(SCC(=O)Nc2cc(=O)n(C)c(=O)n2C)nnc1C12CC3CC(CC(C3)C1)C2` has the entry -5
# Under Runt-CBFb FRET, `CCCCn1c(SCn2nnc3ccccc3c2=O)nc2cc(C(=O)OC)ccc2c1=O` has the entry -6
# Under Runt-SMMHC FRET, `CN(C)CCCN1C(=O)C(=O)/C(=C(/O)c2ccc3c(c2)OCCO3)C1c1ccco1` (stereo not given) has the entry 3
# Under Runt-SMMHC FRET, `CC1CCN(c2nc3c(c(=O)n(C)c(=O)n3C)n2CCSc2ncccn2)CC1` has the entry 0

# (list continues)
canonical_smiles	Runt-SMMHC FRET	Runt-CBFb FRET
O=c1[nH]c2c(cc1CNCCN1CCOCC1)c(-c1cccc(F)c1)nn2-c1ccccc1	-7	-3
COc1cc2c(cc1OC)CN(Cc1cc(=O)n3cc(C)ccc3n1)CC2	25	15
Cc1cc(=O)oc2c1c(C)nn2-c1ccc(C(=O)OC(C)C)cc1	-5	-1
CCOC(=O)c1cnc2ccc(Br)cc2c1NCC(C)O (stereo not given)	-1	-2
O=C(CSc1ccc2nnc(-c3cccnc3)n2n1)N1CCc2ccccc21	-1	0
CCn1c(C)nc2cc(C(=O)n3cc(C(=O)c4cc(F)ccc4O)cn3)ccc21	-2	0
COc1ccc2c(c1)nc1n2CN(CC2CCCO2)CN1Cc1ccccc1 (stereo not given)	0	0
Cc1c(/C(O)=C2\C(=O)C(=O)N(CCCN(C)C)C2c2ccncc2)cnn1-c1ccccc1 (stereo not given)	0	-2
Cn1c(=O)c2c(nc(CN3CCN(c4ccccc4)CC3)n2Cc2ccccc2F)n(C)c1=O	-2	-2
CCn1cc(C(=O)Nc2ccc(C(=O)N3CCCC3)cc2)c(=O)c2ccc(C)nc21	-2	-2
CCOC(=O)C(C)Sc1nc(-c2ccc(OC)cc2)nc2c1c(=O)n(C)c(=O)n2C (stereo not given)	-2	0
COCCn1c(-c2cc(OC)c(OC)c(OC)c2)nc2nc3ccccc3nc21	2	1
Cc1nc(C)c(C(=O)C2=C(O)C(=O)N(CCCN(C)C)C2c2ccco2)s1 (stereo not given)	-3	0
Cc1ccc2nc(NC3=NCN(Cc4cccnc4)CN3)nc(C)c2c1	2	0
Cc1nnc2n(-c3ccc(Cl)cc3)c(=O)c3c4c(sc3n12)CN(C)CC4	4	6
COc1cccc2cc(C(=O)C3=C(O)C(=O)N(CCCN(C)C)C3c3ccncc3)oc12 (stereo not given)	1	0
COc1cccc2cc(C(=O)Nc3cccc(C)n3)c(=O)oc12	-6	2
CN(C)c1ccc(-c2nn3c(-c4cccnc4)nnc3s2)cc1	10	1
O=c1c2c3nc4ccccc4nc3n(/N=C/c3cccs3)c2ncn1-c1ccccc1	0	0
CCCn1c(SCc2cc(=O)[nH]c3ccccc23)nc2c1c(=O)n(C)c(=O)n2C	-1	1

# In another format: entries from further up.
# Results follow in this order: Runt-SMMHC FRET | Runt-CBFb FRET
> COCCn1nnnc1C1(N(Cc2cc3cc(C)ccc3[nH]c2=O)CC2CCCO2)CCN(C)CC1 (stereo not given)
→ -8 | 5
> COCCn1c(-c2cc(OC)c(OC)c(OC)c2)nc2nc3ccccc3nc21
→ 2 | 1
> Cc1nnc2n(-c3ccc(Cl)cc3)c(=O)c3c4c(sc3n12)CN(C)CC4
→ 4 | 6

# Following part:
canonical_smiles	Runt-SMMHC FRET	Runt-CBFb FRET
Cc1nn(-c2ccccc2)c2sc(C(=O)n3cccn3)cc12	1	-2
CC(C)CNC(=O)c1c(N)n(/N=C/c2cccnc2)c2nc3ccccc3nc12	17	1
CSc1nc(C)c2c(n1)OC(CN1C(=O)c3ccccc3C1=O)C2 (stereo not given)	5	4
COCCCn1c2nc3ccccc3nc2c2c(=O)n(Cc3ccccc3Cl)cnc21	11	-4
Cc1cc(C)nc(N2CCN(c3ncnc4c3oc3ccccc34)CC2)n1	-3	-1
O=C(Cn1[nH]c(=O)c2ccccc2c1=O)Nc1cccc(-c2nnc3n2CCCCC3)c1	10	-1
COc1ccc(S(=O)(=O)C(C#N)c2nc3ccccc3nc2N2CCC(C)CC2)cc1 (stereo not given)	-6	-1
COc1cc(C(=O)Nc2c(-c3ccccn3)c(=O)c3ccccc3n2C)cc(OC)c1OC	-2	1
CC1=C(C)SC(=C(C#N)c2nnc(N3CCOCC3)n2-c2ccccc2)S1	-6	-2
Clc1cccc(-c2nn3c(-c4cccc(Cl)c4)nnc3s2)c1	-4	-1
Cc1oc(C(=O)O)cc1COc1ccc2c3c(c(=O)oc2c1C)CCCC3	20	7
C=CCn1c(=N)c(C(=O)OCC)cc2c(=O)n3cc(C)ccc3nc21	38	12
CC(C)OC(=O)C(C#N)c1nc2ccccc2nc1N1CCN(Cc2ccc3c(c2)OCO3)CC1 (stereo not given)	40	24
CCCc1nc(SCC(=O)N2CCc3ccccc32)c2c(=O)n(C)c(=O)n(C)c2n1	2	-2
c1nc(N2CCNCC2)c2sc3nc(N4CCOCC4)c4c(c3c2n1)CCC4	4	1
Cc1cc(C)nc(SCCn2c(N3CCC(C)CC3)nc3c2c(=O)n(C)c(=O)n3C)n1	-5	-3
Cc1ccc(-c2nnc(CSc3nnc4c5c(C)c(C)sc5nc(C(C)C)n34)o2)cc1	2	-2
CC1(C)Cc2c(sc3ncn4nnnc4c23)CO1	-2	0
Cc1ccc2nc3c(cc(C#N)c(=N)n3CC3CCCO3)c(=O)n2c1 (stereo not given)	42	11
Cc1cnc(-c2nnc(N(C)C(=O)c3ccccn3)s2)cn1	4	-2

# Continued:
Structure	Runt-SMMHC FRET	Runt-CBFb FRET
Cn1c(=O)c2c(ncn2CC(=O)Nc2cc(Cl)c(Cl)cc2Cl)n(C)c1=O	0	0
COCCCn1c2nc3ccccc3nc2c2c(=O)n(Cc3ccc(Cl)cc3)c(C)nc21	7	0
O=C(Nc1ccc(OC(F)(F)F)cc1)c1cnc2n(c1=O)CCS2	3	0
COc1cccc(-n2nnc3c(=O)n(Cc4cccc(C)c4)cnc32)c1	-1	1
Clc1ccc(N2CCN(c3ncnc4c3oc3ccccc34)CC2)cc1	-5	0
CCN(CC)c1ccc2cc(C(=O)Nc3ccc(-n4cnnn4)c(OC)c3)c(=O)oc2c1	42	10
Cc1nnc(SCc2nnc(-c3ccc(Cl)cc3)o2)n1-c1ccccc1	1	1
Cc1cc(C)c2[nH]c(=O)c(C(c3nnnn3C3CCCC3)N3CCOCC3)cc2c1 (stereo not given)	-7	1
COc1ccccc1C1/C(=C(\O)c2ccc3c(c2)OCCO3)C(=O)C(=O)N1CCCN(C)C (stereo not given)	0	2
O=S(=O)(Nc1ncnc2c1oc1ccccc12)c1ccc(Cl)s1	-1	1
O=C1C2C3c4ccccc4C(c4ccccc43)C2C(=O)N1Cc1ccco1 (stereo not given)	1	8
Cn1c(=O)[nH]c(=O)c2c1nc(N1CCCCCC1)n2CC(=O)c1ccccc1	2	-3
Cn1c(-n2c(CCN3C(=O)c4ccccc4C3=O)nc3ccccc3c2=O)nc2ccccc21	-2	1
CCOc1ccc(OCC)c(NC(=O)CSc2nc3c(c(=O)n(C)c(=O)n3C)n2C)c1	-2	1
O=C(O)[C@@H]1CSC2(CCSC2)N1 (stereo not given in full)	0	0
CC(=O)N(Cc1cc2ccc(C)c(C)c2n2nnnc12)C1CCCC1	3	0
CSc1nc2sc3c(c2c2nnnn12)CCC3	1	-1
CC1Cn2c(nnc2-c2ccc(F)cc2)S1 (stereo not given)	-8	2
Cc1cccn2c(=O)c3cc(C#N)c(=O)n(Cc4cccnc4)c3nc12	41	79*
Cn1c2ccccc2c2nnc(SCN3C(=O)c4ccccc4C3=O)nc21	-4	0
CCC(C)(C)n1nnnc1C(c1cccc(C#N)c1)N1CCN(c2cc(C)ccc2C)CC1 (stereo not given)	-1	0
CCOc1ccc(C2/C(=C(/O)c3ccc(Cl)cc3)C(=O)C(=O)N2CCCN(C)C)cc1OC (stereo not given)	3	-1
O=C1CCCN1CC(CN1CCOCC1)Sc1nc2ccccc2c(=O)n1-c1ccccc1 (stereo not given)	1	0
O=C1CCCC2=C1C1(CCCC1)N=C(Nc1nc3ccccc3o1)N2	1	-1

# Entries of single compounds, looked up by structure. Values in the order: Runt-SMMHC FRET, Runt-CBFb FRET
# `CCC(C)(C)n1nnnc1C(c1cccc(C#N)c1)N1CCN(c2cc(C)ccc2C)CC1` (stereo not given) as listed: -1, 0
# `Cn1c2ccccc2c2nnc(SCN3C(=O)c4ccccc4C3=O)nc21` as listed: -4, 0

# Next structures:
Structure	Runt-SMMHC FRET	Runt-CBFb FRET
CCCCn1c(SCc2cc(=O)n3ccsc3n2)nc2cc(C(=O)OC)ccc2c1=O	-4	-4
CCOC(=O)c1sc2nc(-c3ccco3)c3c(c2c1N)CC(C)(C)OC3	-2	14
Cc1ccc(-n2ncc3c(NCCCn4ccnc4)ncnc32)c(C)c1	2	0
O=C(NCc1ccc(F)cc1)c1cnc2sccn2c1=O	-6	1
COc1cc2ccccc2cc1C(=O)Nc1ccc(N2CCN(C)CC2)cc1	-1	2
Cc1ccc(Cl)cc1N1CCN(Cc2nc3c(c(=O)[nH]c(=O)n3C)n2Cc2ccccc2F)CC1	-5	-8
O=C1c2ccccc2C(=O)N1Cc1nn2c(-c3ccc(Cl)cc3)nnc2s1	-1	-4
Cc1nnc2n(Cc3ccccc3)c(=O)c3c4c(sc3n12)CCCC4	3	-1

# Not all compounds are listed; rates above refer to the full screens.
